# M1 antag = human CHRM1 antagonism; P11229; CHO-K1 hM1, Fluo-8 calcium fluorescence, ACh EC80 antagonist; inhibition, % at 3 µM; 1.3% of 360,000 active;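 active = percent inhibition above its own plate's cutoff, namely the mean of that plate's compound wells plus 3 SD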;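 also: peak over basal fluorescence ratio during 140 s after agonist addition; 0% = ACh EC80 plus DMSO and 100% = DMSO alone without agonist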
# M4 ag = CHRM4 agonism in calcium assay; 0.14% of 360,000 active; CHO-K1 hM4/Gqi5, Fluo-8 calcium fluorescence; vehicle 0%, full acetylcholine response 100%; activation, % at 3 µM;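 active = activation above the run mean over all test wells plus 3 SD, cut at about 32% in these data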;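 also: peak over basal fluorescence ratio per well then scaled between controls; 0% = DMSO wells and 100% = acetylcholine at EC100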
# Target sequence (P08173 whole entry, looked up): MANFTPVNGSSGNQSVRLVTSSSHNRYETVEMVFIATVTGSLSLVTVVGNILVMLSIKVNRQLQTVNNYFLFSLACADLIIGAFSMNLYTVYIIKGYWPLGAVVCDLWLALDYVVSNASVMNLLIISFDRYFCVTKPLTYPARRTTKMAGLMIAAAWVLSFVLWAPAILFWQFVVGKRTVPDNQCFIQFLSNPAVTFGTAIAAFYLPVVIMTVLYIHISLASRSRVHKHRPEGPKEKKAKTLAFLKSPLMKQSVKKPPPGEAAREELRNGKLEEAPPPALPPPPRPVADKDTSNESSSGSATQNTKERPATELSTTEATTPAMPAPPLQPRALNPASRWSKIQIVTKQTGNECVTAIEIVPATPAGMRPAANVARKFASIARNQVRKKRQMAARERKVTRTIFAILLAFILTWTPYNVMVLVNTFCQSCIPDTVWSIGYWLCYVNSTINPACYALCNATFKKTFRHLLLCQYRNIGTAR
# TAAR1 agonist = human TAAR1 agonism; 0.99% of 360,000 active; activation, % at 3 µM; CHO RD-HGA16 TAAR1, Fluo-8 calcium fluorescence; vehicle wells 0%, saturating PEA agonist 100%; AID 624467; Q96RJ0;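 active = activation above the mean activation of all test compounds in the run plus 3 SD, cut at about 38% in these data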
#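 System: CHO-derived RD-HGA16 cells with stable Gα16 and human TAAR1 / Times: 17-24 h plating, Fluo-8 75 min 37 °C, 30 min RT / Technique: calcium-sensitive Fluo-8 signal, excitation 470-495, emission 515-575 nm / Measure: % activation relative to PEA EC100 response / Benchmarks: DMSO and PEA EC100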
# CHRM1 PAM = human CHRM1 positive allosteric modulation. P11229. 0.088% of 360,000 active. activation, % at 3 µM. CHO-K1 hM1, Fluo-8 calcium fluorescence, ACh EC20; 0% = ACh EC20, 100% = maximal ACh; in the data active = activation above about 19%, passing the limit was not always enough
# CHRM1 agonist = activates human CHRM1 receptor; P11229; activation, % at 3 µM; CHO-K1 hM1, Fluo-8 calcium fluorescence, agonist mode; 0% DMSO, 100% acetylcholine EC100; 0.33% of 360,000 active;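 active = activation above the run's mean compound activation plus 3 SD, cut at about 16% in these data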;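 also: peak over basal fluorescence ratio within a 140 s kinetic read after compound addition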
# CHRM5 agonist = CHRM5 agonism in calcium assay. 0.19% of 360,000 active. P08912. activation, % at 3 µM. CHO-K1 hM5 cells, Fluo-8 calcium fluorescence; 0% DMSO wells, 100% maximal acetylcholine response. AID 624037;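 active = activation above the run's mean over test compounds plus 3 SD, cut at about 23% in these data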;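 also: signal is peak over basal fluorescence ratio across the kinetic read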
# Target sequence (P08912 whole entry, looked up): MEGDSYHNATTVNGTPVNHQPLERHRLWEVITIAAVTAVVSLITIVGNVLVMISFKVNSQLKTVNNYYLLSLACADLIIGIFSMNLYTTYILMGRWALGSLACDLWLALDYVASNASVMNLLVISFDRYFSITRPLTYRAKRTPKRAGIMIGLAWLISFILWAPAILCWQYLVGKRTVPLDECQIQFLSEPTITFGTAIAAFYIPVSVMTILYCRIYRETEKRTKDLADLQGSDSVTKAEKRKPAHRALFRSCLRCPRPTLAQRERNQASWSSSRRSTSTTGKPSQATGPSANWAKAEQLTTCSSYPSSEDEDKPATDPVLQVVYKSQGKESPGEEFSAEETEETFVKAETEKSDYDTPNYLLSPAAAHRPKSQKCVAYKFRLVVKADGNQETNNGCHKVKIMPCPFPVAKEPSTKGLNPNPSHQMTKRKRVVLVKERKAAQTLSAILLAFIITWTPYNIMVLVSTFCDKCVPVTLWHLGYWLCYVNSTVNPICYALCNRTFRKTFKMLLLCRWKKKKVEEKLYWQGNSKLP
# M5 antag = antagonists of human muscarinic M5 receptor (CHRM5); P08912; CHO-hM5 cells, Fluo-8 calcium fluorescence, ACh EC80; inhibition, % at 3 µM; 0.59% of 360,000 active;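 active = inhibition above a per-plate cutoff, the mean of that plate's test compounds plus 3 SD, cut at about 27% in these data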;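 also: 0% = acetylcholine EC80 with DMSO and 100% = DMSO without agonist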
# CHRM4 antagonist = blocks acetylcholine activation of human M4 receptor; P08173; 0.73% of 360,000 active; AID 624125; inhibition, % at 3 µM; CHO-hM4 cells, ACh EC80, Fluo-8 calcium fluorescence;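 active = inhibition above its plate's cutoff, the mean inhibition of sample wells plus 3 SD, cut at about 27% in these data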;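 also: 0% = acetylcholine EC80 with DMSO and 100% = DMSO without agonist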
# M5 PAM = CHRM5 positive allosteric modulation; CHO-K1 hM5, Fluo-8 calcium, ACh EC20 PAM; 0% = ACh EC20, 100% = ACh EC100; activation, % at 3 µM; 0.3% of 360,000 active;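 active = activation above the run cutoff, the mean activation of all test compounds plus 3 SD, cut at about 18% in these data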
#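 Probe or stimulus: acetylcholine, EC20 level; Assay system: human M5 receptor in CHO-K1 cells; Schedule: compound preincubation 140 s before EC20 acetylcholine addition; Technique: intracellular calcium via Fluo-8 fluorescence; Dosing: single-point, 3 µM nominal; Read-out basis: percent activation from peak-over-basal fluorescence ratio, scaled EC20-to-EC100 acetylcholine; Repeats: one well per compound, no replicates.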
# * = called active by the depositor; / = not tested or not shown; & = joins results of further samples.
SMILES,M1 antag,M4 ag,TAAR1 agonist,CHRM1 PAM,CHRM1 agonist,CHRM5 agonist,M5 antag,CHRM4 antagonist,M5 PAM
O=C(Nc1ccc(Oc2ccccc2)cc1)c1ccc2sc([C@H]3C[C@H](O)[C@@H](CO)O3)nc2c1,22.7,9.3,4.2,-5.2,-4.3,4.1,7.6,28.2*,-2.6
O=C(Nc1ccc(S(=O)(=O)N2CCCC2)cc1)c1ccc(Cl)nc1,-22.0,11.7,8.4,1.2,-0.4,2.2,2.9,-14.6,-7.7
CCOCCc1nnc(N)s1,-12.2,-0.4,12.3,-0.3,0.0,2.4,0.6,5.8,4.0
CCN(CC)S(=O)(=O)c1ccc(C(=O)NNC2=NS(=O)(=O)c3ccccc32)cc1,7.7,23.0,1.8,-2.7,-1.9,1.6,15.8,2.1,-13.2
Cc1ccc(C(=O)NNC(=O)c2ccco2)cc1,-4.2,0.0,6.7,3.2,-2.9,-0.3,3.4,-10.2,-3.2
CC(=O)c1c(C)[nH]c(C(=O)Nc2cccc(S(=O)(=O)N3CCCC3)c2)c1C,-19.6,7.2,10.7,1.9,-1.7,2.8,1.4,-3.7,4.3
Cc1cc(N2CCCCCC2)nc2ccccc12,34.9*,-0.1,1.0,-20.5,-6.8,-12.0,21.9,22.3,-40.9
CCOC(=O)Oc1ccc2c(c1)C(C)=CC(C)(C)N2C(=O)OCC,-2.9,-0.4,6.3,2.9,-6.2,-8.4,-0.3,-2.0,-6.4
Cc1ccc(N(C(C)C(=O)Nc2cc(Cl)ccc2Oc2ccccc2)S(C)(=O)=O)cc1 (stereo unspecified),-0.5,0.5,11.3,0.2,-6.3,2.9,7.9,-11.2,-8.8
COc1ccccc1Nc1nc(NCCO)nc(N2CCCC2)n1,-2.0,1.2,10.8,0.3,-3.2,0.7,-1.1,0.7,-4.2
COCCNC(=S)NNC(=O)c1cc(-c2cccnc2)nc2ccccc12,1.5,0.7,0.6,-0.5,-2.7,0.3,-2.6,7.5,-3.0
O=C1CN(C(=O)c2ccc(Br)o2)C(c2ccccc2)c2cc(F)ccc2N1 (stereo unspecified),16.1,4.8,0.7,-9.6,1.4,5.1,1.3,3.6,-2.9
O=S(=O)(NCC(c1cccnc1)N1CCOCC1)c1ccccc1 (stereo unspecified),7.7,0.3,4.2,-2.9,-2.6,-1.7,3.6,11.5,-2.1
O=C(Cc1ccc(F)cc1)Nc1ccc(Cl)cn1,-16.5,5.3,12.6,6.2,-5.8,0.1,30.2*,16.9,49.1*
Cc1nn(Cc2ccc(C(=O)NC3CCCCC3)o2)c(C)c1Br,1.2,5.2,1.6,-1.6,-8.6,-0.7,3.5,4.7,-3.8
CCOC(=O)c1c(NC(=O)c2ccccc2)sc2c(O)c(CN(CC)CC)ccc12,-6.4,0.1,1.9,7.0,-1.5,-1.1,-3.5,6.7,0.7
Cn1nc(C(=O)N2CCN(c3ccccc3F)CC2)c2c1-c1ccccc1S(=O)(=O)C2,-0.5,6.3,7.1,4.1,-0.6,-2.2,6.7,3.0,-1.9
CSCCC(NS(=O)(=O)c1ccc2c(c1)oc(=O)n2C)C(=O)NC1CCC(C)CC1 (stereo unspecified),-5.0,1.1,0.6,0.5,-3.9,0.6,0.5,-2.6,-2.2
NS(=O)(=O)c1cc(C(=O)NCCOc2ccccc2)c(Cl)cc1Cl,-4.6,1.1,0.1,2.8,-4.2,-2.9,-1.9,-4.7,-3.7
Cc1ccc[n+](CC(=O)Nc2ccc([N+](=O)[O-])cc2)c1,-4.3,0.0,1.3,3.7,-8.9,-4.2,-2.0,-4.6,-6.7
CCN1CCN(C(c2cccs2)C(C)NC(=O)NC2CCCCC2)CC1 (stereo unspecified),-7.5,0.7,0.5,-0.5,-7.4,-3.6,2.5,-3.8,-4.9
CCOC(=O)C1=NN(c2ccccc2)C2C(=O)N(c3ccccc3OC)C(=O)C12 (stereo unspecified),-8.0,1.4,3.8,7.4,-1.2,-2.4,27.2*,7.2,-12.5
Cc1ccc(N2CCN(C(=O)CN3C(=O)c4ccccc4C3=O)CC2)cc1,2.8,2.1,6.9,10.4,-1.8,-4.3,10.9,1.9,-0.5
COc1cc(C[C@H](C)[C@H](C)Cc2ccc3c(c2)OCO3)ccc1O,-3.6,0.7,/,3.4,-5.9,5.1,-3.5,5.8,2.9
COCCCn1c(=N)c(C(N)=S)cc2c(=O)n3cccc(C)c3nc21,21.4,-0.2,-0.3,-11.8,-5.4,-1.6,15.9,-4.6,-13.7
CCNS(=O)(=O)c1ccc2nc(NC(=O)/C=C/c3cc(OC)c(OC)c(OC)c3)sc2c1,-1.5,4.1,3.1,5.3,-4.8,-0.5,0.2,2.1,-2.8
Cc1ccc(C23CC4CC(CC(C(=O)NN)(C4)C2)C3)cc1,-13.5,0.0,4.0,19.2,1.0,2.9,-5.1,8.2,14.0
COc1ccc(NS(=O)(=O)c2ccc3nc(COc4ccc(Cl)c(C)c4)[nH]c3c2)cc1,10.5,5.5,2.1,-1.7,-2.6,1.3,9.6,6.0,-0.4
Cc1cc(C)c2[nH]c(=O)c(C(c3nnnn3C(C)(C)C)N3CCN(C(=O)c4ccco4)CC3)cc2c1 (stereo unspecified),5.5,2.5,-1.8,-3.2,-5.1,2.2,-5.5,10.2,1.6
CC(=O)c1ccc(NC(=O)c2cccc(NC(=O)c3ccccc3)c2)cc1,1.1,6.2,12.1,-5.3,0.0,2.6,8.7,1.2,-8.8
O=C(NC1CCN(Cc2ccccc2)CC1)c1cccc(S(=O)(=O)Nc2ccc(Br)cc2)c1,-5.6,7.7,22.2,6.2,-2.0,-2.5,7.9,0.7,-2.3
O=C(NN1CCOCC1)c1cccc(Cl)c1,-0.1,0.0,0.6,3.8,-1.1,-2.4,-1.8,5.4,-1.3
O=C(CSc1nnc(C2CC2)n1-c1ccccc1)NCCc1ccccc1,-44.0,0.5,5.2,6.6,-1.7,-0.2,-8.4,-2.0,0.3
O=C(Cn1cnc2cc([N+](=O)[O-])ccc2c1=O)Nc1cccc2ccccc12,-22.9,0.7,1.4,7.2,0.4,1.2,-1.8,-2.7,-0.7
CC(C)Oc1ccc(Cc2cnc(=S)[nH]c2N)cc1,-2.0,0.8,1.4,7.5,-4.0,-5.7,3.1,6.5,5.0
CNc1ccc(-c2cccc(C(C)=O)c2)cn1,6.1,1.0,-0.2,-5.0,-2.9,-0.4,7.0,0.0,-2.4
CCOC(=O)[C@]12CCCC=C1N(Cc1ccccc1)C(=O)[C@H](CC(=O)N1CCN(C(=O)C3CC3)CC1)C2,/,2.4,0.6,/,/,2.6,-7.7,8.6,9.2
CS(=O)(=O)N(CC(=O)N1CCCCC1)c1ccc(Cl)c(C(F)(F)F)c1,-19.8,1.9,9.3,15.2,-0.9,-0.3,-4.0,7.8,0.2
CC1(C(=O)NCc2ccccc2Br)CCN1Cc1csc2ccccc12 (stereo unspecified),-14.0,-0.1,3.5,-1.4,-7.5,-3.6,-9.0,5.5,-2.7
Cc1ccc(C(=O)N/C(=C\c2cn(C)c3ccccc23)C(=O)NCCCN2CCOCC2)cc1,-16.4,0.5,4.0,16.6,-2.0,-3.2,8.0,-6.6,1.6

# 5 compounds picked at random from those above, as already listed:
SMILES,M1 antag,M4 ag,TAAR1 agonist,CHRM1 PAM,CHRM1 agonist,CHRM5 agonist,M5 antag,CHRM4 antagonist,M5 PAM
Cn1nc(C(=O)N2CCN(c3ccccc3F)CC2)c2c1-c1ccccc1S(=O)(=O)C2,-0.5,6.3,7.1,4.1,-0.6,-2.2,6.7,3.0,-1.9
COc1ccccc1Nc1nc(NCCO)nc(N2CCCC2)n1,-2.0,1.2,10.8,0.3,-3.2,0.7,-1.1,0.7,-4.2
COCCCn1c(=N)c(C(N)=S)cc2c(=O)n3cccc(C)c3nc21,21.4,-0.2,-0.3,-11.8,-5.4,-1.6,15.9,-4.6,-13.7
Cc1ccc(C(=O)N/C(=C\c2cn(C)c3ccccc23)C(=O)NCCCN2CCOCC2)cc1,-16.4,0.5,4.0,16.6,-2.0,-3.2,8.0,-6.6,1.6
CC(C)Oc1ccc(Cc2cnc(=S)[nH]c2N)cc1,-2.0,0.8,1.4,7.5,-4.0,-5.7,3.1,6.5,5.0

# Later entries:
SMILES,M1 antag,M4 ag,TAAR1 agonist,CHRM1 PAM,CHRM1 agonist,CHRM5 agonist,M5 antag,CHRM4 antagonist,M5 PAM
COc1ccc(NC(=O)CSc2ncnc3c2cnn3CCc2ccccc2)cc1,-12.2,0.4,2.7,6.7,-3.1,1.7,-1.8,-0.1,1.5
COC(=O)CN(C)C(=O)c1ccc2nc(Cc3cccc(Cl)c3)oc2c1,-4.5,0.4,0.1,0.6,-3.2,0.0,13.5,7.7,-3.5
Cc1cccc(CCNS(=O)(=O)c2ccc3c(c2)NC(=O)C(C)S3)c1 (stereo unspecified),-7.7,4.6,3.1,2.6,0.0,0.8,1.6,-6.0,0.1
Cc1ccc2[nH]c(-c3ccccc3)c(CN3CCCC3)c(=O)c2c1,-6.2,-0.4,3.0,-2.8,-15.6,-3.5,-13.7,-10.8,20.3*
Cc1cc(C)c(S(=O)(=O)Nc2ccccc2C(=O)OCC(=O)NCc2ccccc2)c(C)c1,5.0,1.3,2.0,-11.0,-6.7,-5.7,9.8,2.0,-3.6
Cc1cc(C)c(NC(=O)Cn2nc(-c3ccccc3)nc2-c2ccccc2)c(C)c1,-7.6,-0.7,3.8,6.2,-5.5,0.0,9.1,14.5,-0.6
COc1ccccc1C(CNc1ncnc2sc(C)c(C)c12)N(C)C (stereo unspecified),92.0*,1.9,3.9,-34.3,-10.9,-7.5,57.2*,6.0,-15.2
Cc1ccc(-n2nnnc2CNC(=O)C2CC(=O)N(c3ccc(F)cc3)C2)cc1C (stereo unspecified),-5.5,0.7,3.4,5.3,-4.4,-1.2,-3.5,-12.8,3.2
Cc1ccccc1-c1nc(CS(=O)(=O)CC(=O)NCc2ccc(F)cc2)c(C)o1,2.5,7.9,0.4,-1.9,2.6,4.2,0.0,-21.0,-4.7
S=C(NCCc1ccccc1)N1CCN(C2CCCCC2)CC1,19.7,5.5,5.9,-7.5,-8.0,-6.6,13.3,-6.0,-5.2
N#Cc1ccccc1CSc1nc2ncc(Br)cc2[nH]1,-12.6&3.9,1.0&0.8,2.6&13.4,-1.2&-4.2,-3.5&-7.4,-2.2&-4.8,1.8&8.5,6.8&5.0,-0.9&-3.0
COCC(C)NC(C(=O)Nc1ccc(C)c(Cl)c1)c1ccccc1 (stereo unspecified),-1.2,-1.7,11.7,-0.5,-4.0,0.4,-0.8,5.9,-3.1
O=C(CSc1nnc2c3ccccc3c3ccccc3c2n1)Nc1ccccc1F,9.4,-0.4,12.6,-0.2,-1.7,1.0,-1.3,5.2,-2.3
Cc1cc2c(c(/C=C/C(=O)c3ccccc3)c1)OC1(C=C2)Oc2ccccc2C(=O)N1C (stereo unspecified),-0.2,5.9,1.4,-1.6,-7.7,-1.6,13.5,-2.5,-11.7
CCC1COCCS(=O)(=O)N1Cc1ccc(C)cc1 (stereo unspecified),-1.5,0.9,/,6.6,-11.3,-1.7,11.6,-1.3,-0.7

# Not all compounds are listed, so the mix of outcomes need not match the whole.
